TIM10 inh: growth inhibitors of TIM10 yeast strain | hit rate 1.4% among 330,000 | inhibition, % at 10 µM | S. cerevisiae TIM10 strain growth, BacTiter-Glo luminescence, 24 h | AID 463195;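 active = inhibition of 40% or more at the single tested concentration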;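 note: wild-type TIM10 isogenic control strain grown at permissive 25 °C; 0% = DMSO yeast wells and 100% = minimal medium wells without yeast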
tim10-1 inh: tim10-1 yeast growth inhibition; S. cerevisiae tim10-1 ts strain growth, BacTiter-Glo, 24 h; inhibition, % at 20 µM; hit rate 2.2% among 330,000; AID 463190;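 active = inhibition of at least 40%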;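 note: mutant grown at 25 °C; 0% = DMSO wells with yeast and 100% = wells holding no yeast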
mIAP block: mouse IAP inhibition | purified mouse IAP, CDP-Star luminescence, 30 min | inhibition, % at 10 µM | hit rate 0.2% among 330,000;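 active = inhibition of at least 40% at 10 µM in the primary screen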;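 note: plate controls were DMSO with enzyme for no effect and no enzyme wells for full effect; values of inactives mirror those of a sister screen read the other way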
mIAP act: increases mouse intestinal alkaline phosphatase activity | hit rate 0.24% among 330,000 | muIAP, CDP-Star luminescence, 30 min; hits give high values; 1 = vehicle-only enzyme signal, 0 = enzyme-free wells | activation factor at 10 µM;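 active = activation factor of at least 2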; note: the source names both 10 and 20 µM as test concentration; values of inactives mirror those of a sister screen read the other way
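System: Mouse IAP enzyme | Also added: CDP-Star substrate | Dosing: Compounds dispensed in DMSO | Schedule: 30 min enzyme-substrate-compound incubation at room temperature | Technique: Chemiluminescence readout | Control set: DMSO-only wells and no-enzyme negative control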
A3A deaminase: human APOBEC3A DNA deaminase inhibition | P31941 | recombinant A3A, FAM/TAMRA ssDNA deamination fluorescence | inhibition, % at 20 µM | hit rate 0.41% among 330,000 | AID 493011;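 active = at least 40% inhibition at 20 µM here, with at most 30% in a related deaminase screen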;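 note: plate controls were A3A with DMSO for no effect and wells lacking A3A enzyme for full effect; some results filed as inactive read as strong as hits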
Target sequence (P31941 whole entry, looked up): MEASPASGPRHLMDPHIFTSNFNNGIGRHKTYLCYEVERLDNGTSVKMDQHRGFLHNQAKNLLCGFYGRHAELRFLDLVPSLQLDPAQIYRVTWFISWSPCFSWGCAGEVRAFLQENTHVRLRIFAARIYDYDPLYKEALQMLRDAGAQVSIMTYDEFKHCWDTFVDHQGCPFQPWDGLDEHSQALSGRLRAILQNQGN
beta cell repl: induces beta-cell replication in MIN6 cells; MIN6 cells proliferation, ATPlite luminescence, 48 h; cells starved in 0.2% serum; 100% = growth in 10% serum; hit rate 0.29% among 330,000; AID 2380; proliferation, % at 10 µM;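 active = compounds whose signal lies at least 3.5 SD above the mean of all wells on their plate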;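 note: 0% = DMSO-treated cells in low-serum medium and 100% = 10% serum control; some compounds called inactive have numbers as strong as hits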
NALP3 yeast inh: NALP3 inhibition in yeast. Yeast reconstituted NLRP3/ASC/caspase-1, beta-gal luminescence, 24 h. inhibition, % at 10 µM. hit rate 0.39% among 330,000. AID 2825;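 active = inhibition of 50% or more; inactive = inhibition below 50%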;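 note: plate controls were induced DMSO wells for no effect and uninduced yeast grown without galactose for full effect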
A3G deaminase: APOBEC3G (human) deaminase inhibition; inhibition, % at 20 µM; Q9HC16; recombinant A3G, ssDNA deamination FAM/TAMRA fluorescence; hit rate 0.28% among 330,000; AID 493012;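 active = inhibition of at least 40% at 20 µM, with no more than 30% in the related APOBEC3A deaminase screen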;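 note: plate controls were DMSO wells with A3G for no effect and wells lacking A3G enzyme for full effect; some compounds called inactive have numbers as strong as hits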
Target sequence (Q9HC16 whole entry, looked up): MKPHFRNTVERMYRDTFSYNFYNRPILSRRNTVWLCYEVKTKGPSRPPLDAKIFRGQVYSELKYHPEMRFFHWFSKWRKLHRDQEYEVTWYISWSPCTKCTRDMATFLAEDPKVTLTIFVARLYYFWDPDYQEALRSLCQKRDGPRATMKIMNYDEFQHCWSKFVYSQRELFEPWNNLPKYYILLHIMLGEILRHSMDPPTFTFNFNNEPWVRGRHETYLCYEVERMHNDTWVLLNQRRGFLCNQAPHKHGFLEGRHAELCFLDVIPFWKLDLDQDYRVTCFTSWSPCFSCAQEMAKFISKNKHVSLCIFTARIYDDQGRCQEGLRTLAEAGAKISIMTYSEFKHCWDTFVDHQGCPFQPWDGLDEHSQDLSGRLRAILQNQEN
hIAP block: human IAP inhibition; inhibition, % at 10 µM; hit rate 0.12% among 330,000; purified IAP, CDP-Star luminescence, 30 min; P09923;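 active = inhibition reaching a set limit with compound at 10 µM in the primary screen, cut at about 35% in these data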;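 note: plate controls were DMSO wells with enzyme for no effect and no-enzyme buffer wells for full effect; values of inactives mirror those of a sister screen read the other way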
* = called active by the depositor; nt = not tested or not shown. Rows are unselected; 4.6% or so of the library scored in one or more.

SMILES	TIM10 inh	tim10-1 inh	mIAP block	mIAP act	A3A deaminase	beta cell repl	NALP3 yeast inh	A3G deaminase	hIAP block
CN(C(=O)C1CCCCC1)C1CCS(=O)(=O)C1 (stereo not given)	-18	-7	0	1	2	-3	24	13	-12
Cc1nn(C)c(Nc2ccc(Br)cc2)c1Br	35	27	-3	1	2	-6	-6	2	5
CCCCCCOc1ccc(C(CC(=O)NC)C(=O)O)cc1 (stereo not given)	-8	5	-12	1.1	-2	-2	10	-5	-9
CCN(c1cccc2ccccc12)S(=O)(=O)c1ccc(Cl)nc1	-46	-57	4	0.96	0	-3	29	-5	5
CCC(C)NC(=O)c1cccc(OCc2c(C)noc2C)c1 (stereo not given)	-10	3	6	0.94	-1	-2	0	-4	11
Cc1ccc(N2C(=O)N(CC(=O)Nc3ccc(C)cc3C)C(=O)C2C)cc1 (stereo not given)	4	-72	-9	1.1	2	0	26	2	-12
CC(=O)C1=C(C)N(CC2CC2)C(=O)N[C@H]1c1cccs1	-6	-12	3	0.97	-2	-2	10	-9	-8
CCOc1ccc(N(C)S(=O)(=O)c2ccc(C)c(C(=O)NCc3cccs3)c2)cc1	-2	2	6	0.94	-2	-2	19	-7	9
O=C(CC(SCCO)c1ccc([N+](=O)[O-])cc1)c1ccco1 (stereo not given)	-1	2	-1	1	-1	-4	-10	-2	-10
NC(c1ccccc1)c1ccncc1 (stereo not given)	-1	10	7	0.93	-6	-4	10	-7	-8
CCOC(=O)c1sc(NC(=S)NC(=O)CC(C)C)cc1C	58*	53*	17	0.83	0	-1	12	-1	-25
COCC(=O)Nc1ccc2c(c1)OCO2	-15	-12	1	0.99	-4	-2	16	-5	-4
COc1ccc(Cn2nnnc2C(C(C)C)N(Cc2ccco2)Cc2cccs2)cc1 (stereo not given)	-4	5	15	0.85	-4	-6	7	-7	6
O=C(Cc1ccc(F)cc1)N[C@@H]1c2ccccc2CC[C@H]1OCc1ccccc1	-23	11	-31	1.4	2	nt	nt	0	nt
COCCN(C(=O)c1ccc(OC2CCN(S(=O)(=O)N(C)C)CC2)cc1)C(C)C	2	-1	3	0.97	0	-1	25	-6	-11
O=C(CNS(=O)(=O)/C=C/c1ccccc1)OCC(=O)N1CCC(Cc2ccccc2)CC1	16	2	2	0.97	-4	0	-13	-4	8
CCOC(=O)CCn1cc(F)c(=O)n(Cc2ccccc2)c1=O	-19	7	3	0.97	-2	-2	4	-8	-5
COc1ccc(/C=C/C(=O)NC(=S)NNC(=O)c2ccco2)cc1	0	-2	16	0.84	2	-2	17	3	-55
CCCn1nnnc1SCC(=O)NCc1ccccc1	-4	16	8	0.92	7	2	11	0	-20
CCCn1c(SCC(=O)Nc2ccc(NC(=O)CC)cc2)nc2c1c(=O)n(C)c(=O)n2C	4	16	-1	1	-2	-1	-1	4	-26
O=C(NC1=NCCS1)C1CC(=O)N(c2ccc(Cl)cc2)C1 (stereo not given)	-13	4	-5	1.1	-3	3	19	-16	2
c1ccc(-c2ccccc2OCCn2cncn2)cc1	8	23	-4	1	3	-2	21	4	13
O=C(NN1C(=O)c2ccccc2C1=O)C1CC2CCC1C2 (stereo not given)	-2	-14	-16	1.2	-1	-3	3	-9	9
CC(C)C(=O)Nc1cccc(NC(=O)c2ccc(Cl)cc2Cl)c1	7	13	9	0.91	0	0	3	-3	-3
CC(=O)Nc1ccc(Cc2ccncc2)cc1	1	13	-2	1	-3	2	14	-3	-10
Cc1cccc(CNC(=O)C2CCC(=O)N(Cc3ccccc3F)C2)n1 (stereo not given)	-3	14	-5	1	-4	0	12	-3	-21
O=C1CC(SCCO)C(=O)N1c1ccccc1 (stereo not given)	-11	12	-2	1	-3	0	18	-5	-4
O=C(CSc1nnc(-c2ccco2)o1)c1ccc(O)cc1O	-1	6	7	0.93	-2	0	-9	-8	3
CC(=O)N/C(=C\c1ccccc1)C(=O)OCC(=O)NC1CCCC1	0	-20	-2	1	6	-1	23	2	11
COc1ccc(COCC(O)CN(Cc2ccccc2)C(C)C)cc1OC (stereo not given)	6	-12	-10	1.1	7	4	0	-4	-3
CCc1c(C(=O)N2CCCN(C)CC2)csc1C	-3	-17	0	1	-1	0	16	-5	-1
COc1ccc(C(=O)NC(=S)N2CCOCC2)cc1Br	9	0	9	0.91	-3	2	22	-5	-10
CN(CC(=O)Nc1ccc(Cl)cc1)C1=NS(=O)(=O)c2ccccc21	1	-17	-1	1	1	-3	15	-9	20
CC(=O)c1ccc(-c2nnc(CCC(=O)N(C)Cc3cnc4ccccn34)o2)s1	6	3	2	0.98	2	-4	-11	-4	-3
O=S(=O)(NN=C1CCCCC1)c1ccccc1	-11	7	0	1	-3	0	-6	-6	-19
O=C(/C=C/c1ccccc1Cl)Nc1ccc(Cl)cn1	-2	14	-3	1	0	1	-1	6	-26
O=C(CSc1nnnn1-c1cccc(F)c1)NC1CCCCC1	15	-4	7	0.93	4	1	24	0	14
OCC[C@@H]1C[C@H](O)[C@@H](O)[C@]2(CCCc3ccccc3O2)O1	11	4	-13	1.1	17	-2	16	-10	4
C=CCOc1ccccc1CN1CCCCCC1	1	-16	-6	1.1	-4	2	18	-4	-8
CCCCCOc1ccc(Cl)cc1CN1CCOCC1	-53	-27	3	0.97	5	-1	29	0	7
Brc1ccc(-c2nc(-c3ccccc3)no2)o1	8	14	12	0.88	2	1	11	-2	14
O=C(NCCc1ccccc1)c1n[nH]c(=O)c2ccccc12	-5	17	1	0.99	5	2	4	-2	-12
CC(=O)c1sc(NC(=O)C2CC(=O)N(Cc3ccco3)C2)nc1-c1ccccc1 (stereo not given)	4	1	-3	1	12	0	16	-6	0
O=C(NNC(=O)c1cc([N+](=O)[O-])ccc1Cl)c1cccs1	-4	5	13	0.87	0	1	28	-5	1
Cc1cc(/C=C(\C#N)C(=O)NCc2ccco2)c(C)[nH]1	-2	15	-6	1.1	-1	-2	9	-5	-14
Cc1c(-c2ccc(Br)cc2)nc2ccccn12	-3	-14	13	0.87	1	-2	38	-6	5
CCCCc1nnc(NC(=O)C23CC4CC(CC(NC(C)=O)(C4)C2)C3)s1	4	16	9	0.91	-3	1	12	-7	-7
Clc1ccc2nc(N3CCNCC3)nc(-c3ccccc3)c2c1	26	25	3	0.97	2	-6	21	-1	1
CC[C@H](C)C(=O)O[C@H]1CCC=C2C=C[C@H](C)[C@H](CC[C@@H]3C[C@@H](O)CC(=O)O3)[C@H]21	16	21	5	0.95	-1	-3	5	-6	-2
COc1cccc(/C=N/n2c(-c3cc(C)[nH]n3)n[nH]c2=S)c1	24	10	17	0.83	-3	0	17	49*	-6

3 compounds out of the list above, sorted by their value in A3A deaminase, descending:
| SMILES | mIAP block | mIAP act | A3A deaminase | NALP3 yeast inh | A3G deaminase | hIAP block |
| --- | --- | --- | --- | --- | --- | --- |
| Brc1ccc(-c2nc(-c3ccccc3)no2)o1 | 12 | 0.88 | 2 | 11 | -2 | 14 |
| O=C(NNC(=O)c1cc([N+](=O)[O-])ccc1Cl)c1cccs1 | 13 | 0.87 | 0 | 28 | -5 | 1 |
| CCCCc1nnc(NC(=O)C23CC4CC(CC(NC(C)=O)(C4)C2)C3)s1 | 9 | 0.91 | -3 | 12 | -7 | -7 |

(more compounds)
SMILES	TIM10 inh	tim10-1 inh	mIAP block	mIAP act	A3A deaminase	beta cell repl	NALP3 yeast inh	A3G deaminase	hIAP block
CCCCN1C(=O)C2Cc3c([nH]c4ccccc34)CN2C1=S (stereo not given)	6	31	-1	1	2	-6	-2	-9	-10
Cc1nc([N+](=O)[O-])cn1CC(O)c1ccc(Cl)cc1 (stereo not given)	11	-1	9	0.91	5	-2	23	-1	14
Cc1cccc(-n2c(CNC(=O)c3ccc(S(=O)(=O)N(C)C)cc3)nnc2SCC(=O)Nc2ccc(F)cc2)c1	-1	-15	6	0.94	1	2	-2	1	-5
CSc1ccccc1C(=O)N1CCN(c2ccc(F)cc2)CC1	-9	10	-8	1.1	0	-1	-19	-2	-5
CC1(C)Cc2cccc(Oc3ccc(S(=O)(=O)N4CCCCC4)cn3)c2O1	-11	39	-16	1.2	-4	-1	6	-2	-27
COc1ccccc1N(CC(=O)Nc1ccc(S(=O)(=O)N2CCOCC2)cc1)S(C)(=O)=O	-3	23	0	0.99	-4	0	0	-5	-14
CSc1nc(NC(C)C)nc(N2CCOCC2)n1	-13	-21	3	0.97	-1	4	13	-8	-17
COc1cc(C(=O)Nc2nc3ccccc3[nH]2)cc(OC)c1OC	9	17	1	0.99	-1	1	-15	1	-22
CCN(C(=O)CSc1nnc(-c2ccco2)n1CC)c1c(N)n(Cc2ccccc2)c(=O)[nH]c1=O	2	4	7	0.93	-4	-2	-4	2	-3
COc1ccc(CNC(=O)C(C)N2CCN(c3ccc(C(C)=O)cc3)CC2)cc1 (stereo not given)	-5	25	-4	1	-3	-2	7	2	-12
O=C(OCCOCCN=C1NS(=O)(=O)c2ccccc21)c1ccccc1Br	-11	7	1	0.99	-3	-4	-7	6	-25
CC1=C(C(=O)Nc2ccc(C(=O)NC(C)c3ccccc3)cc2)SCCO1 (stereo not given)	-5	5	-6	1.1	-1	-2	16	-4	14
O=C(C1CCN(S(=O)(=O)c2cccs2)CC1)N1CCc2ccccc2C1	10	8	-5	1.1	-2	1	11	-6	-10
Cc1c(C(=O)N2CCCCC2)c(S(=O)(=O)N(C)Cc2ccccc2)c(C)n1C	10	7	-7	1.1	-3	-2	4	-4	6
COc1ccccc1N1CCN(C(=O)c2cccc(N3C(=O)NC4CC3(C)Oc3ccccc34)c2)CC1 (stereo not given)	10	12	4	0.96	-3	-2	17	-7	2
NS(=O)(=O)c1ccc(-n2nc(C(=O)O)cc2-c2ccc(Cl)cc2)cc1	6	4	0	1	-2	-1	7	-2	0
COC(=O)c1[nH]c2cccc(OC)c2c1NC(=O)CCN1CC(C)CC(C)C1 (stereo not given)	1	6	6	0.94	-1	-1	8	-4	0
COc1cc(C(C)=O)ccc1O	8	5	-19	1.2	-2	0	5	5	-14
Nc1nc(NC(=O)/C=C/c2ccccc2)nn1-c1ccccc1	-14	28	-15	1.1	0	0	-2	-2	-26
CCC(C)(C)C1CCc2[nH]nc(C(=O)NC3CCCC3)c2C1 (stereo not given)	39	42*	-2	1	0	-9	11	0	-50
Nc1nc(N2CCN(c3cccc(Cl)c3)CC2)n[nH]1	-14	2	-1	1	-5	0	-3	-2	-12
CCN(CCn1cccn1)C(=O)CCc1nnc(CCCc2ccccc2)o1	7	14	4	0.96	-2	0	6	-6	5
O=S(=O)(Nc1nc2ccccc2nc1NCC1CCCO1)c1cccs1 (stereo not given)	24	38	0	1	-5	0	5	-7	-11
CN1N=C2c3ccccc3CCC2C1c1ccc(Cl)cc1 (stereo not given)	10	11	6	0.94	-6	2	5	-9	1
CC1CCCN(c2ccc3nncn3n2)C1 (stereo not given)	10	-4	-6	1.1	3	-1	11	-5	6
Cc1cccc(C(=O)n2cnnc2N)c1	0	0	7	0.93	-1	3	9	-4	-1
COc1ccc(NS(=O)(=O)c2cccc(C(=O)N3CCC3)c2)cc1	-5	-10	-6	1.1	2	-2	25	-2	-23
CN(C)C(=O)c1ccc2c(c1)n(C)c(=O)n2C	-2	-15	1	0.99	-5	-1	-10	-10	-4
COc1ccc(-c2cnnc(N/N=C/c3ccc(O)c(OC)c3)n2)cc1	28	23	2	0.98	3	-4	15	-3	2

From PubChem
